# Screening data: PubChem BioAssay, National Center for Advancing Translational Sciences (NCATS)
# TDP1 cell noCPT: qHTS for Inhibitors of human tyrosyl-DNA phosphodiesterase 1 (TDP1): qHTS in cells in absence of CPT; DT40 Tdp1-/- hTDP1 cells, no CPT, ATP luminescence, 48 h; Potency, µM (series often up to 46.2 µM), without a hit: top-dose activity change, negative = growth inhibition, usual class: inhibitors; hit rate 15% among 420,000; AID 686978, 2013; active means well fitted inhibition curve with a large enough effect; inconclusive means small, poorly fitted or top-dose-only effect; further: nearly all actives have a fitted effect of over 55% in size
#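 DT40 Tdp1-/-;hTDP1 cells, no CPT (DMSO vehicle only), 400 cells/well; compounds pin-transferred; ≥48 hr, 37 °C; CellTiter-Glo 30 min RT dark, luminescence read.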
# * hit, by the source's call; ? = inconclusive. On the % scale 0 is the no-effect control and ±100 the full control effect; potency means the concentration at half of the fitted maximal effect.
canonical_smiles	TDP1 cell noCPT
COc1cccc(C(=O)NCC2Cc3cccc(-c4ncccn4)c3O2)c1OC (configuration not stated)	?
O=C(Nc1ccccc1Cl)NN1CCCCCC1	-30%
O=C(C[N+]1(c2ccccc2)CCOCC1)c1ccccc1	-29%
CCOC(=O)C1=C(C)NC(C)=C(C(=O)OCC)C1c1nc2ccccc2[nH]1	2%
CC(C)(C)c1ccc(CC(=O)N2CCC2(C)C(=O)Nc2ccc(F)cc2F)cc1 (configuration not stated)	16µM*
COc1cccc(C(O)c2nc(-c3ccc(F)c(Cl)c3)cs2)c1 (configuration not stated)	?
Cn1nc(C(C)(C)C)cc1C(=O)N1CCCCC1c1cc(C(=O)NCc2ccccc2)no1 (configuration not stated)	10µM*
Cc1ccc(NC(=O)[C@@H]2O[C@H](CO)[C@H](O)[C@H](O)[C@H]2O)cc1C(F)(F)F	-1%
CC1=C(C)C(=O)C(C(CCCCCC(=O)O)c2ccccc2)=C(C)C1=O (configuration not stated)	?
CCOC(=O)C1CCCN(C(=O)c2cccc(OC(F)(F)F)c2)CC1 (configuration not stated)	-14%
CCOC1=C2CN(S(=O)(=O)c3ccc(C)cc3)[C@H](c3ccccc3)C[C@@H]2N(S(=O)(=O)c2ccc(C)cc2)[C@H](c2ccccc2)C1	-18%
CCCn1c(C)cc(/C=C(\C#N)C(=O)OCC(=O)N(CC)c2c(N)n(Cc3ccccc3)c(=O)[nH]c2=O)c1C	-26%
CN1CCN(c2ccc3c(c2)OC[C@H](Cc2ccccc2)NS3(=O)=O)CC1	?
Cc1ccc(C)c(NC(=O)C2(C)CCN2C(=O)C(C)C)c1 (configuration not stated)	2%
Nc1ccccc1C(=O)NC(=O)Nc1ccc(Oc2ncc(Br)cn2)c(Cl)c1	0.018µM*
Cc1ccc([C@H]2N[C@]3(CCCN(Cc4ccc(Br)cc4)C3=O)[C@H]3C(=O)N(C)C(=O)[C@@H]23)cc1	13µM*
C[C@@H]1CN(S(=O)C(C)(C)C)[C@H](CCO)/C1=C\c1ccccc1 (some centres not stated)	?
N#CC1(CCCN2CCCCC2)c2ccccc2CCc2ccccc21	?
C=Cc1ccc(Cn2c(C)c(C(=O)NCc3cccc([N+](=O)[O-])c3)sc2=O)cc1	?
O=C(O)COc1nn(Cc2ccccc2)c2ccccc12	-17%
CCc1ccc2c(c1)NC(=O)C2(C)Cc1ccccc1C#N (configuration not stated)	?
O=C(COC(=O)c1cc(S(=O)(=O)N2CCOCC2)ccc1Cl)c1ccc[nH]1	?
CC[C@@H](NCCCn1ccc(NC(=O)OCc2ccccc2)nc1=O)c1ccccc1	16µM*
O=C(NCCc1ccccc1)c1cccc(NC(=O)C2CCCCC2)c1	?
Cc1cccc(-c2nnc(C(C)Nc3cccc(C(=O)NC4CC4)c3)o2)c1 (configuration not stated)	?
CCCCCCCCN1C(=O)[C@H](CC(=O)NCCc2ccccc2OC)C[C@@]2(C(=O)OCC)CCCC=C12	29µM*
O=C(NCc1ccccc1)c1cc(C2CCCCN2C(=O)c2ccc3c(c2)CCO3)on1 (configuration not stated)	?
CSc1ccc(CN2C(=O)C(C)Oc3c(C(C)=O)cccc32)cc1 (configuration not stated)	?
Cn1cccc([N+](=O)[O-])c1=O	-5%
COCCNC(=O)C1(C)CCCN(C(=O)c2ccc(N(C)C)cc2)C1 (configuration not stated)	4%

# Quoted at random: 2 records from the list.
canonical_smiles	TDP1 cell noCPT
Cc1ccc([C@H]2N[C@]3(CCCN(Cc4ccc(Br)cc4)C3=O)[C@H]3C(=O)N(C)C(=O)[C@@H]23)cc1	13µM*
CSc1ccc(CN2C(=O)C(C)Oc3c(C(C)=O)cccc32)cc1 (configuration not stated)	?

# Further records follow:
canonical_smiles	TDP1 cell noCPT
COc1cc(=O)n2c(c1C(=O)N(C)Cc1ccsc1)CCN(Cc1c(C)nn(C)c1Cl)CC2	-5%
Cc1ccccc1C(=O)N1CCC2CC1c1cc(Cl)ccc12 (configuration not stated)	?
CC(C)Oc1cc(F)ccc1-c1cc(C(=O)Nc2ccc(C(C)C)cc2)[nH]n1	15µM*
CN1C(=O)c2ccccc2Cc2c(NCc3ccccc3)ncnc21	?
CCC(c1nnnn1-c1ccc2c(c1)OCCO2)N1CCN(c2ccccn2)CC1 (configuration not stated)	-22%
C[C@@H]1CN([C@H](C)CO)C(=O)c2c(c3ccccc3n2C)-c2ccccc2CO[C@H]1CN(C)C(=O)NC1CCCCC1	26µM*
FC(F)(F)c1cccc(N2CCCCC2)c1	-4%
CC1(C(=O)NCCC#N)CCN1C(=O)CC(c1ccccc1)c1ccccc1 (configuration not stated)	?
CCNC(=O)C1CCCN(C(=O)c2ccc(F)c(Cl)c2)CC1 (configuration not stated)	-6%
COc1cc(/C=C2/C=Cc3ccccc32)ccc1N(C)C	?
COc1cc(=O)n2c(c1C(=O)NCc1ccco1)CCN(Cc1ccc3ccccc3c1)CC2	-16%
C=C1C=C(C(F)F)n2ncc(C(=O)N3CCN(c4ccccn4)CC3)c2N1	-16%
O=C1NC[C@@H](CCCCN2CCN(CCC3CCCCC3)C(=O)C2=O)N(Cc2ccccc2)C1=O	-10%
CC1(C(=O)NCc2ccccc2)CN(S(C)(=O)=O)CC(=O)N1Cc1cccc(C(F)(F)F)c1 (configuration not stated)	-8%
CC(=O)Nc1ccc(NC(=O)c2csc([C@H]3C[C@H](O)[C@@H](CO)O3)n2)cc1	-9%
CCN(CC)c1ccc(C2NC(=O)c3ccccc3N2)cc1 (configuration not stated)	13µM*
O=C(c1ccccc1)C(O)(CN1CCCCC1)c1ccccc1 (configuration not stated)	?
CC(C)NC(=O)N(C)C[C@@H]1OCc2cnnn2CCCC(=O)N([C@H](C)CO)C[C@@H]1C	-9%
Nc1[nH]c(C(=O)c2ccccc2)c(-c2ccc(F)cc2)c1C(=O)NCCc1c[nH]c2ccccc12	23µM*
COc1cccc(C#CC2=CC(=O)CC(C)(C)C2)c1	2.9µM*
COc1ccc(C=C(NC(=O)c2ccccc2)C(=O)O)cc1OC	1%
CCCCCCn1c(=O)n2n(c1=O)[C@@H]1CN(S(=O)(=O)c3ccc(C)cc3)C[C@]1(O)[C@@H](OC(=O)NCc1ccccc1)C2	?
COCCNc1nc(Nc2ccc(C(=O)OC)cc2)c2sccc2n1	16µM*
COc1ccc(NC(=O)C(c2ccccc2F)n2c(=O)c(-c3ccco3)nc3ccccc32)cc1 (configuration not stated)	?
Cn1c(=O)c2cc(NC(=O)CCc3cccnc3)ccc2n1Cc1ccc(F)cc1	?
O=C(N[C@H](CO)Cc1ccccc1)c1ccco1	-7%
N#CC(=C(O)COC(=O)Cc1c[nH]c2ccccc12)c1nc2ccccc2[nH]1	?
CC(C)=NNc1ncnc2nc[nH]c12	15µM*
CCc1nc2c(OCc3cccc(Cl)c3)cccn2c1N(C)C(=O)c1ccc(OC)cc1	16µM*
CCOc1ccc(CCN2C(=O)C(=O)N([C@@H](Cc3ccc(O)cc3)CN3CCC[C@H]3CN3C(=O)C(=O)NC[C@@H]3Cc3ccccc3)C[C@@H]2Cc2ccc(O)cc2)cc1	?
O=C(O)c1cccc2cccc(-c3c4ccc(=O)c(O)c-4oc4c(O)c(O)ccc34)c12	7.3µM*
CCc1nc2c(OCc3cccc(Cl)c3)cccn2c1N(C)C(=O)c1ccncc1	?
Oc1ccc(C=NNC(=S)Nc2ccc(F)cc2)c(O)c1	?
O=Cc1ccc(N2CCOCC2)cc1	-3%
CC1=C(C(=O)N2CCOCC2)CC(CC(=O)NCCCN(C)C)C(=O)N1CCC1=CCCCC1 (configuration not stated)	1%
Oc1ccc(-c2cnc3c(Nc4cccc(OC(F)(F)C(F)F)c4)nccn23)cc1	?
O=C(NCc1ccccn1)C1CCCN(S(=O)(=O)c2cc(Cl)ccc2Cl)C1 (configuration not stated)	8.2µM*
Cc1cc(NC(=O)NCc2ccco2)ccc1NC(=O)NCc1ccco1	-11%
O=C(Nc1cccc(S(=O)(=O)N2CCCCC2)c1)[C@@H]1CCCN1S(=O)(=O)c1ccccc1C(F)(F)F	23µM*
CC(C)NC1CCC(Nc2ccnc3cc(Cl)ccc23)CC1 (configuration not stated)	9.2µM*
Cc1cc2nc(-c3ccccc3)c(Cc3cccc(Cl)c3)n2c(C)c1Br	26µM*
COCC(=O)N1CCC2CC1c1c(-c3ccc(C(F)(F)F)cc3)cccc12 (configuration not stated)	?
CCN(CC)C(=O)C1=C(C)N(CCC2=CCCCC2)C(=O)C(CC(=O)NC2CCCC2)C1 (configuration not stated)	-27%
OC(c1ccccc1)c1ncc(-c2cccc(OCc3ccccc3)c2)[nH]1 (configuration not stated)	?
COc1ccc(S(=O)(=O)NC(=O)C2(C)CCN2C(=O)C(C)(C)c2ccccc2)cc1 (configuration not stated)	-3%

# Some values from above.
# Result for `Cc1cc2nc(-c3ccccc3)c(Cc3cccc(Cl)c3)n2c(C)c1Br` in TDP1 cell noCPT: 26µM*
# Result for `COc1ccc(S(=O)(=O)NC(=O)C2(C)CCN2C(=O)C(C)(C)c2ccccc2)cc1` (configuration not stated) in TDP1 cell noCPT: -3%

# In a second layout: 4 of the compounds above
compound: O=C1NC[C@@H](CCCCN2CCN(CCC3CCCCC3)C(=O)C2=O)N(Cc2ccccc2)C1=O
  TDP1 cell noCPT: -10%

compound: CC1(C(=O)NCc2ccccc2)CN(S(C)(=O)=O)CC(=O)N1Cc1cccc(C(F)(F)F)c1 (configuration not stated)
  TDP1 cell noCPT: -8%

compound: CC(=O)Nc1ccc(NC(=O)c2csc([C@H]3C[C@H](O)[C@@H](CO)O3)n2)cc1
  TDP1 cell noCPT: -9%

compound: CCN(CC)c1ccc(C2NC(=O)c3ccccc3N2)cc1 (configuration not stated)
  TDP1 cell noCPT: 13µM*

# Next records
canonical_smiles	TDP1 cell noCPT
O=C(CC[C@H]1O[C@@H](n2cnc3c(NC(=O)c4ccccc4)ncnc32)[C@H](O)[C@@H]1O)NCCCN1CCCC1=O	2%
COc1cccc(-c2cnc(C(O)c3ccc(-c4ccccc4)cc3)[nH]2)c1 (configuration not stated)	?
Cc1ccccc1CN(c1ccc(C(=O)N2CCN(C)CC2)cc1)S(C)(=O)=O	-13%
COc1ccc(N2CCN(C(=O)C(Cc3ccccc3)NC(=O)c3ccccc3)CC2)cc1 (configuration not stated)	?
COc1ccc(C(NC(=O)C2CCN(CCOc3ccc(Cl)cc3Cl)CC2)c2ccccc2C)cn1 (configuration not stated)	?
COc1ccc(C(=O)N2CCC2(C)C(=O)NC(C)C)cc1OC (configuration not stated)	-8%
CCOC(=O)C[C@H]1c2ccc(C(F)(F)F)cc2S(=O)(=O)N1c1ccccc1	?
COc1cc2c(cc1OC)C1CCN3C(=O)CCC3N1CC2 (configuration not stated)	?
COCCNc1nc(Nc2ccc(C#N)cc2)c2sccc2n1	16µM*
CCOC(=O)[C@]12CCC=C1N(Cc1ccc(Cl)cc1Cl)C(=O)[C@H](CC(=O)NCc1ccc(OC)c(OC)c1)C2	?
COCCN(CCOC)Cc1cc(=O)oc2cc(C)ccc12	8%
COc1cc2nc(N3CCCCC3)nc(NC3CC3)c2cc1OC	16µM*
COc1cc(CNC(=O)c2cc(-c3cc(Cl)ccc3OC)n[nH]2)cc(OC)c1	?
COc1ccc(Cc2c(-c3ccco3)nc3ccc(Br)cn23)c(C)c1	?
COC(=O)c1cccc(C(=O)N2CCc3c(cnc(C)c3CNC(=O)c3ccsc3)C2)c1	1%
CCCc1c(C(=O)N/N=C/c2ccoc2)nnn1-c1nonc1N	-7%
O=C(OCc1ccccc1)N1CCC2CC1c1ccc(-c3ccc4c(c3)OCO4)cc12 (configuration not stated)	?
CC(=O)Nc1ccc(C=Cc2ccc([N+](=O)[O-])cc2)cc1	?
Cc1ccc2cccc([N+](=O)[O-])c2n1	?
Cc1cccc(C)c1NC(=O)C1c2ccccc2OCC(=O)N1CCCN1CCOCC1 (configuration not stated)	-14%
Cc1cc(C)n2nc(-c3ccc(F)cc3)cc2n1	-21%
CC1CN(c2cc3c(cc2F)c(=O)c(C(=O)O)cn3-c2ccc(F)cc2F)CCN1 (configuration not stated)	-1%
CN(C)C(=S)Oc1ccccc1C1(C)OCCO1	2%
Cc1cccc(CNC(=O)c2sc(=O)n(Cc3c(C)cccc3C)c2C)c1	23µM*
CCc1nc2cc(C(=O)NC3CCOC(C)(C)C3)cc(NC(=O)c3ccccc3OC)c2n1C (configuration not stated)	-22%
COCC(=O)Nc1cc(C(=O)NC2Cc3ccccc3C2)cc2nc(-c3cccnc3)n(C)c12	-13%
Cc1cc(C)nc(Nc2nc(C(N)Cc3ccc(F)cc3)cs2)n1 (configuration not stated)	21µM*
CN(C)c1ccc(C=C(C#N)C(=O)c2ccccc2)cc1Br	-2%
C[n+]1c(/C=C/c2ccc(N)cc2)sc2ccccc21	?
O=C(Nc1ccncc1)c1cc(-c2ccccc2)nc2ccccc12	21µM*
C=CC1=C(C)C2=CC3=NC(=C(CC(=O)[O-])C4=NC(=C(C)C4=C([O-])[O-])C=c4[n-]c(c(C)c4CC)=CC1=N2)C(CCC(=O)[O-])C3C.[Cu+2].[Na+].[Na+].[Na+] (configuration not stated)	-28%
CCCNC(=O)Nc1nc(C(N)c2ccc(OC)cc2)cs1 (configuration not stated)	-22%
C[C@H]1NCc2cc(-c3ccc4c(=O)c(C(=O)O)cn(C5CC5)c4c3OC(F)F)ccc21	-14%
COc1cc(OC)c(/C=C/c2cc3c4ccccc4ccc3[n+](C)c2)c(OC)c1	?

# Not all compounds are listed; the hit share may differ from the screen's.
